Screens deposited in PubChem BioAssay by Sanford-Burnham Center for Chemical Genomics.
NRP1-CendR mod: modulators of CendR peptide binding to NRP-1, primary screen, biochemical, fluorescence polarization, uHTS; inhibition, % at 25 µM; FAM-RPARPAR peptide binding to NRP-1; Neuropilin-1 (Homo sapiens), O14786; AID 602438, 2012; 360,000 tested, 0.85% active;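 active = inhibition or corrected inhibition above about 18%, plus a signal ratio from 0.5 to 1.5, limit read from the data, passing the limit was not always enough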; also: strong numbers were not always called active
STEP block: STEP phosphatase inhibitors, primary screen, biochemical, fluorescence intensity, uHTS; Tyrosine-protein phosphatase non-receptor type 5 (Homo sapiens), P54829; recombinant STEP, OMFP fluorogenic substrate; inhibition, % at 20 µM; 360,000 tested, 0.25% active; AID 588621, 2011;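 active = inhibition at 20 µM, scaled per plate between control wells, above about 37%, limit read from the data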;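 also: 0% = DMSO with enzyme and substrate and 100% = substrate only without enzyme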
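Measure: Control-normalized % inhibition with plate pattern correction | Test system: STEP phosphatase, cell-free reaction | Medium: pH 6.0 Bis-Tris with DTT and Tween 20 | Technique: Fluorescence, 480/540 nm | Times: Reaction 20 min, ambient temperature | Doses: Single compound dose of 20 µM, 1% DMSO final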
MT1-MMP act inh: blockers of MT1-MMP proenzyme processing, primary screen, HT1080 RFP-PRO-GFP cells, GFP/RFP fluorescence; Matrix metalloproteinase-14 (Homo sapiens), P50281; GFP/RFP ratio fluorescence, overnight; percent of plate control window, DMSO zero; GFP/RFP ratio change, % at 20 µM; 360,000 tested, 0.061% active;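 active = GFP/RFP ratio change of at least 30% with cell ATP level not reduced by more than half and red fluorescence within 50% of control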; also: strong numbers were not always called active
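Test system: HT1080 cells expressing an RFP-PRO-GFP fluorescent reporter construct / Compound dosing: single-point 20 µM compound, 1% DMSO / Schedule: cells overnight before dosing, compound overnight, 37 °C, 5% CO2 / Evaluation: GFP/RFP fluorescence ratio / Control set: DMSO and RFP-L50D-GFP cell wells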
SUMO1-SIM PPI: modulators of SUMO1 protein-protein interactions, primary screen, biochemical, uHTS. Small ubiquitin-related modifier 1 (Homo sapiens), P63165. SUMO1 binding to a labelled peptide, TR-FRET, 1 h. inhibition, % at 20 µM. 360,000 tested, 0.33% active. AID 602429, 2012; in the data active = inhibition above about 37%
Target sequence (P63165 whole entry, looked up): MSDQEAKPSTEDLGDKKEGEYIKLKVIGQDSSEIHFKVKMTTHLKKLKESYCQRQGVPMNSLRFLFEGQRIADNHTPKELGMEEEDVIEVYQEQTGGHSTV
SKN-1 inh: suppressors of acrylamide-induced Pgst-4::GFP reporter in worms, primary screen, SKN-1 inhibitor project, whole organism, uHTS, GFP/RFP fluorescence ratio, strain VP596 | C. elegans VP596 Pgst-4::GFP/RFP ratio, 24 h | inhibition, % at 21.8 µM | 360,000 tested, 0.49% active | AID 624304, 2012;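 active = interference check ratio from 0.5 to 1.5 plus GFP to RFP signal ratio inhibition reaching or exceeding a fixed threshold, cut at about 30% in these data, passing the limit was not always enough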; also: some compounds called inactive have numbers as strong as hits
Scp-1 inhibitor: Scp-1 phosphatase inhibitors, primary screen, biochemical, colorimetric, uHTS. Carboxy-terminal domain RNA polymerase II polypeptide A small phosphatase 1 (Homo …. inhibition, % at 20 µM. 340,000 tested, 0.88% active. Recombinant Scp1, phosphopeptide, malachite green phosphate absorbance. AID 493091, 2011;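 active = inhibition above about 50% at 20 µM, limit read from the data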;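 also: plate controls were DMSO wells with enzyme for no effect and wells lacking enzyme for full effect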
Target sequence (Q9GZU7 76-261 limits assumed): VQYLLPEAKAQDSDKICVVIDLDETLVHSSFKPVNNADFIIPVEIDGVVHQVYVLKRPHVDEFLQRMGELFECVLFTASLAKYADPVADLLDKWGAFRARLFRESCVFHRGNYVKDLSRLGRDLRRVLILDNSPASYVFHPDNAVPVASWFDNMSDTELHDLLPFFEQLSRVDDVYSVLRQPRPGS
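Test system – truncated SCP-1 phosphatase (76-261aa) · Reagent – Phosphorylated 17-residue peptide substrate · Incubation – 45 min room-temperature reaction, 5 min colour, 30 min stabiliser · Detection – colorimetric phosphate reagent with accelerator and stabiliser, absorbance at 630 nm · Measure – % inhibition at 20 µM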
LMPTP inh: LMPTP phosphatase inhibitors, primary screen, biochemical, fluorescence intensity, uHTS. recombinant LMPTP-A, OMFP fluorogenic substrate. inhibition, % at 20 µM. 360,000 tested, 0.22% active;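 active = compounds that cut the enzyme signal by at least half of the control window in the single-dose screen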;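 also: plate controls were DMSO wells with enzyme plus substrate for no effect and substrate without enzyme for full effect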
Target sequence (P24666 whole entry, looked up): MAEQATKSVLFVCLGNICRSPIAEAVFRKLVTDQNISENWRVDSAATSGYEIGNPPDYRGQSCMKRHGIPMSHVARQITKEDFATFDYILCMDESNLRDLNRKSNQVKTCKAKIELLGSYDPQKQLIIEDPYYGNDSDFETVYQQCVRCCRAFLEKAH
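Test system: LMPTP-A, protein tyrosine phosphatase of low molecular weight; Input: 0.625 nM enzyme; Incubation: 50 min dark incubation at room temperature; Signal: endpoint fluorescence intensity from OMFP dephosphorylation; Read-out basis: % inhibition versus control wells.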
NadD block: inhibitors of S. aureus NadD, primary screen, biochemical, colorimetric, uHTS; Nicotinate-nucleotide adenylyltransferase NadD (Staphylococcus aureus N315); purified NadD enzyme, colorimetric absorbance read-out; inhibition, % at 20 µM; 360,000 tested, 0.78% active; AID 602399, 2012; in the data active = inhibition above about 26%; also: some compounds past the cut are filed as inactive
Rpn11 inh: Rpn11 (PSMD14) deubiquitinase inhibitors, primary screen, biochemical, fluorescence polarization, uHTS; 360,000 tested, 0.59% active; human 26S proteasome, Ub4-pepOG fluorescence polarization; 20S core pre-blocked with epoxomicin; calls only at 20 µM; 26S proteasome non-ATPase regulatory subunit 14 (Homo sapiens), O00487;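 active = inhibition at 20 µM, scaled to each plate's controls, above about 33%, limit read from the data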
Target sequence (O00487 whole entry, looked up): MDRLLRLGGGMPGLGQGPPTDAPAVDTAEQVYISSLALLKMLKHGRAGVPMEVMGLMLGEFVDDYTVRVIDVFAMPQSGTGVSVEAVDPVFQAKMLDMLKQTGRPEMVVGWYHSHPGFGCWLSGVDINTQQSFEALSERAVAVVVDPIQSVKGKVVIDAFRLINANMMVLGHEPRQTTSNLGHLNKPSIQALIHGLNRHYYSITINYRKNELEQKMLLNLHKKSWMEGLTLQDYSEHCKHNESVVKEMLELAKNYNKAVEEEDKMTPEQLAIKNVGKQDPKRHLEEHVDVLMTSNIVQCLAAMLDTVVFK
DNMT1 block: human DNMT1 methyltransferase inhibitors, primary screen, biochemical, molecular beacon, fluorescence, HinP1I cleavage, uHTS. inhibition (reported as % activation of signal), % at 10 µM. 360,000 tested, 0.83% active; in the data active = inhibition above about 50%
* marks the source's active call; other numbers are inactive results. Not a hit list; overall some 3.9% were active at least once.

What do the screens show for `CS(=O)(=O)N1CCc2cc(C(=O)Nc3ccccc3)ccc21`?
NRP1-CendR mod: -12; STEP block: -6; MT1-MMP act inh: 3; SUMO1-SIM PPI: -1; SKN-1 inh: -7; Scp-1 inhibitor: -5; LMPTP inh: -0.6; NadD block: -1; Rpn11 inh: inactive; DNMT1 block: -1

How did O=C(O)/C=C/C(=O)NC1CC1 do in these assays?
NRP1-CendR mod: 8; STEP block: 0; MT1-MMP act inh: -4; SUMO1-SIM PPI: -3; SKN-1 inh: 4; Scp-1 inhibitor: -2; LMPTP inh: -1.7; NadD block: -5; Rpn11 inh: inactive; DNMT1 block: 3

What do the screens show for `O=C(c1cc(Cl)ccc1[N+](=O)[O-])n1cnc2ccccc21`?
NRP1-CendR mod: 8; STEP block: -1; MT1-MMP act inh: -18; SUMO1-SIM PPI: -16; SKN-1 inh: -2; Scp-1 inhibitor: -3; LMPTP inh: -0.2; NadD block: -2; Rpn11 inh: inactive; DNMT1 block: 1

What do the screens show for `C#CCSc1ncc(S(=O)(=O)c2ccccc2)c(=O)[nH]1`?
NRP1-CendR mod: 10; STEP block: 1; MT1-MMP act inh: -6; SUMO1-SIM PPI: -2; SKN-1 inh: 7; Scp-1 inhibitor: -5; LMPTP inh: 0.6; NadD block: 0; Rpn11 inh: inactive; DNMT1 block: 4

What do the screens show for `O=C(CSc1nncs1)N1c2ccccc2Sc2ccccc21`?
NRP1-CendR mod: -1; STEP block: -2; MT1-MMP act inh: -1; SUMO1-SIM PPI: 4; SKN-1 inh: 3; Scp-1 inhibitor: -4; LMPTP inh: -1.0; NadD block: 4; Rpn11 inh: inactive; DNMT1 block: -4

Results for CCN(CC)CCOc1cccc(C(C)C)c1 ?
NRP1-CendR mod: 10; STEP block: -1; MT1-MMP act inh: -2; SUMO1-SIM PPI: -1; SKN-1 inh: -3; Scp-1 inhibitor: 4; LMPTP inh: -1.3; NadD block: 6; Rpn11 inh: inactive; DNMT1 block: 0

How did CN(C)c1ccc(-c2ccnc3c2CC(C)(C(=O)NCc2ccccc2)O3)cc1 (stereo not drawn) do in these assays?
NRP1-CendR mod: 16; STEP block: 2; MT1-MMP act inh: -3; SUMO1-SIM PPI: -2; SKN-1 inh: -6; LMPTP inh: 0.7; NadD block: 1; Rpn11 inh: inactive; DNMT1 block: 0

What do the screens show for `O=C(O)CC(CNS(=O)(=O)c1ccccc1)c1ccccc1` (stereo not drawn)?
NRP1-CendR mod: -2; STEP block: -1; MT1-MMP act inh: 2; SUMO1-SIM PPI: 1; SKN-1 inh: -5; Scp-1 inhibitor: -4; LMPTP inh: -0.2; NadD block: 6; Rpn11 inh: inactive; DNMT1 block: 2

How did NC(=O)NC(CC(=O)NNC(=O)c1cccs1)c1ccc(Cl)cc1 (stereo not drawn) do in these assays?
NRP1-CendR mod: 1; STEP block: -4; MT1-MMP act inh: 2; SUMO1-SIM PPI: 3; SKN-1 inh: 7; Scp-1 inhibitor: 0; LMPTP inh: -1.0; NadD block: 0; Rpn11 inh: inactive; DNMT1 block: 2

Results for O=c1c(Cc2ccc(F)cc2)c(O)ccn1CCCN1CCOCC1 ?
NRP1-CendR mod: 8; STEP block: -1; MT1-MMP act inh: -17; SUMO1-SIM PPI: -2; SKN-1 inh: -15; Scp-1 inhibitor: -2; LMPTP inh: 0.2; NadD block: 6; Rpn11 inh: inactive; DNMT1 block: 1

How did CCOC(=O)[C@H]1[C@H]2COc3ccc(Cl)cc3[C@@H]2N2C(=O)[C@H](C)NC(=O)[C@@]12C do in these assays?
NRP1-CendR mod: -2; STEP block: 0; MT1-MMP act inh: 1; SUMO1-SIM PPI: 0; SKN-1 inh: -6; Scp-1 inhibitor: 13; LMPTP inh: 0.0; NadD block: -1; Rpn11 inh: inactive; DNMT1 block: -2

What do the screens show for `O=C(c1cc(C2CC2)on1)N1CCOCC1`?
NRP1-CendR mod: 4; STEP block: 1; MT1-MMP act inh: 2; SUMO1-SIM PPI: 1; SKN-1 inh: 8; Scp-1 inhibitor: -9; LMPTP inh: -2.0; NadD block: 1; Rpn11 inh: inactive; DNMT1 block: 3

What do the screens show for `C=CCNC(=O)O/N=C/c1csc([N+](=O)[O-])c1`?
NRP1-CendR mod: 7; STEP block: 0; MT1-MMP act inh: 2; SUMO1-SIM PPI: -28; SKN-1 inh: -19; Scp-1 inhibitor: -2; LMPTP inh: 0.6; NadD block: 6; Rpn11 inh: inactive; DNMT1 block: -3

What do the screens show for `O=c1c2c3c(sc2n(CCN2CCCC2)c(=O)n1Cc1ccco1)CCCCC3`?
NRP1-CendR mod: -11; STEP block: 4; MT1-MMP act inh: -1; SUMO1-SIM PPI: 5; SKN-1 inh: -4; Scp-1 inhibitor: 13; LMPTP inh: 2.0; NadD block: 2; Rpn11 inh: inactive; DNMT1 block: 3

How did CC(=O)Nc1cccc(NC(=O)c2ccc3[nH]c(C)c(C)c3c2)c1 do in these assays?
NRP1-CendR mod: 0; STEP block: 2; MT1-MMP act inh: 3; SUMO1-SIM PPI: 2; SKN-1 inh: 14; Scp-1 inhibitor: -15; LMPTP inh: 0.2; NadD block: -9; Rpn11 inh: inactive; DNMT1 block: -1

How did O=C(Cc1ccc(S(=O)(=O)N2CCOCC2)s1)Nc1cc(Cl)ccc1Cl do in these assays?
NRP1-CendR mod: -15; STEP block: 0; MT1-MMP act inh: -5; SUMO1-SIM PPI: -18; SKN-1 inh: 6; Scp-1 inhibitor: 25; LMPTP inh: 0.6; NadD block: 2; Rpn11 inh: inactive; DNMT1 block: -5

How did Cc1ccc(O)c(C(=O)C=Cc2ccccc2)c1 do in these assays?
NRP1-CendR mod: 8; STEP block: 3; MT1-MMP act inh: 9; SUMO1-SIM PPI: 3; SKN-1 inh: -4; Scp-1 inhibitor: -5; LMPTP inh: 0.9; NadD block: -2; Rpn11 inh: inactive; DNMT1 block: 8

Results for C=CCC(=O)NC1CCCc2c1cnn2-c1cc(F)cc(F)c1 (stereo not drawn) ?
NRP1-CendR mod: 0; STEP block: 0; MT1-MMP act inh: 8; SUMO1-SIM PPI: 3; SKN-1 inh: 4; Scp-1 inhibitor: -2; LMPTP inh: -1.1; NadD block: 1; Rpn11 inh: inactive; DNMT1 block: 2

What do the screens show for `O=S(=O)(c1ccc(Cl)nc1)N1CCCC1`?
NRP1-CendR mod: 6; STEP block: -2; MT1-MMP act inh: -2; SUMO1-SIM PPI: 4; SKN-1 inh: -5; Scp-1 inhibitor: -2; LMPTP inh: -0.9; NadD block: 4; Rpn11 inh: inactive; DNMT1 block: 4

What do the screens show for `COc1ccc(Cl)cc1NC(=O)c1ocnc1C`?
NRP1-CendR mod: 8; STEP block: 2; MT1-MMP act inh: -3; SUMO1-SIM PPI: 4; SKN-1 inh: 8; Scp-1 inhibitor: 0; LMPTP inh: 0.8; NadD block: -1; Rpn11 inh: inactive; DNMT1 block: -1

The list goes on, overlapping the part above by 2 compounds.
What do the screens show for `O=S(=O)(c1ccc(Cl)nc1)N1CCCC1`?
NRP1-CendR mod: 6; STEP block: -2; MT1-MMP act inh: -2; SUMO1-SIM PPI: 4; SKN-1 inh: -5; Scp-1 inhibitor: -2; LMPTP inh: -0.9; NadD block: 4; Rpn11 inh: inactive; DNMT1 block: 4

What do the screens show for `COc1ccc(Cl)cc1NC(=O)c1ocnc1C`?
NRP1-CendR mod: 8; STEP block: 2; MT1-MMP act inh: -3; SUMO1-SIM PPI: 4; SKN-1 inh: 8; Scp-1 inhibitor: 0; LMPTP inh: 0.8; NadD block: -1; Rpn11 inh: inactive; DNMT1 block: -1

How did CCc1ccccc1NC(=O)CSc1nc2ccccc2nc1N1CCOCC1 do in these assays?
NRP1-CendR mod: -9; STEP block: -2; MT1-MMP act inh: -10; SUMO1-SIM PPI: -7; SKN-1 inh: 6; Scp-1 inhibitor: 4; LMPTP inh: -0.5; NadD block: -1; Rpn11 inh: inactive; DNMT1 block: -5

What do the screens show for `COC(=O)c1ccc2[nH]ccc2c1`?
NRP1-CendR mod: 14; STEP block: -5; MT1-MMP act inh: 0; SUMO1-SIM PPI: -1; SKN-1 inh: 14; Scp-1 inhibitor: -8; LMPTP inh: 0.2; NadD block: -9; Rpn11 inh: inactive; DNMT1 block: -1

What do the screens show for `O=C(CSCc1c(F)cccc1Cl)Nc1ccccc1C(=O)N1CCOCC1`?
NRP1-CendR mod: 2; STEP block: -2; MT1-MMP act inh: -9; SUMO1-SIM PPI: -1; SKN-1 inh: 2; Scp-1 inhibitor: -1; LMPTP inh: 2.1; NadD block: 3; Rpn11 inh: inactive; DNMT1 block: -2

Results for O=C(CN1CCOCC1)Nc1ncc(Cc2ccccc2Cl)s1 ?
NRP1-CendR mod: -6; STEP block: 1; MT1-MMP act inh: 6; SUMO1-SIM PPI: 3; SKN-1 inh: 1; Scp-1 inhibitor: -7; LMPTP inh: -0.7; NadD block: -2; Rpn11 inh: inactive; DNMT1 block: -6

What do the screens show for `CN(Cc1cccnc1)C(=O)c1cc(COc2ccc3c(c2)CCCC3)on1`?
NRP1-CendR mod: 4; STEP block: 1; MT1-MMP act inh: -10; SUMO1-SIM PPI: -1; SKN-1 inh: -11; Scp-1 inhibitor: -5; LMPTP inh: 2.5; NadD block: 9; Rpn11 inh: inactive; DNMT1 block: -3

Results for Cc1ccc(CN(C)C(=O)c2ccc(S(=O)(=O)N(C)c3ccccc3)cc2)o1 ?
NRP1-CendR mod: 4; STEP block: 1; MT1-MMP act inh: -3; SUMO1-SIM PPI: 2; SKN-1 inh: 10; Scp-1 inhibitor: -9; LMPTP inh: 0.4; NadD block: -4; Rpn11 inh: inactive; DNMT1 block: 3

What do the screens show for `O=C(CCCN1C(=O)[C@H]2CC=CC[C@H]2C1=O)NCc1nc(-c2ccccc2)no1`?
NRP1-CendR mod: -31; STEP block: -1; MT1-MMP act inh: 8; SUMO1-SIM PPI: 5; SKN-1 inh: 8; Scp-1 inhibitor: -3; LMPTP inh: -0.1; NadD block: 3; Rpn11 inh: inactive; DNMT1 block: 2
